Screening results deposited in PubChem BioAssay by The Scripps Research Institute Molecular Screening Center.
DDE Tn6 FP inh: DD(E)-Tn6 binding inhibition, primary FP screen | P02675 | Fibrin DD(E) TRITC-Tn6 fluorescence polarization displacement | inhibition, % at 8.3 µM | 370,000 tested, 0.21% active | AID 720509;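 active = inhibition above a per-campaign cutoff: mean of compounds within control limits plus 3 SD, cut at about 15% in these data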;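 also: 0% = median of all compound wells on the plate and 100% = blocking peptide control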
ASAP1 GAP inh: inhibitors of human ASAP1 ArfGAP activity; AID 624377; 360,000 tested, 0.19% active; ASAP1-stimulated ARF1 GTP hydrolysis, GDP FP detection; Q9ULH1; inhibition, % at 16.5 µM; in the data active = inhibition above about 25%;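 also: 0% = vehicle with enzyme and substrate and 100% = no enzyme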
Tn7 DDE FP: DD(E)-Tn7 binding inhibition, primary FP screen | FP displacement of FITC-Tn7 peptide from fibrin DD(E); 0% = median of compound wells per plate | inhibition, % at 8.3 µM | 370,000 tested, 0.13% active;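 active = inhibition above the mean of compounds falling within the control limits plus 3 SD of them, cut at about 14% in these data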;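 also: 0% = plate median of compound wells and 100% = 10 µM Aha-Tn7 peptide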
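Assay system: Fibrin-DD(E) protein isolated from polymerized human fibrin clots; read-out basis: percent inhibition; medium: Tris/NaCl/CaCl2 buffer, pH 7.8; signal: FP measurement; incubation: 10 min plus 3 h, room temperature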
PLC-beta3 inh: inhibitors of human phospholipase C beta3. inhibition, % at 12.2 µM. Q01970. Purified PLC-beta3, fluorogenic substrate, fluorescence. 370,000 tested, 0.18% active; in the data active = inhibition above about 11%;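 also: 0% = median of compound wells on plate and 100% = full blocker control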
Target sequence (Q01970 whole entry, looked up): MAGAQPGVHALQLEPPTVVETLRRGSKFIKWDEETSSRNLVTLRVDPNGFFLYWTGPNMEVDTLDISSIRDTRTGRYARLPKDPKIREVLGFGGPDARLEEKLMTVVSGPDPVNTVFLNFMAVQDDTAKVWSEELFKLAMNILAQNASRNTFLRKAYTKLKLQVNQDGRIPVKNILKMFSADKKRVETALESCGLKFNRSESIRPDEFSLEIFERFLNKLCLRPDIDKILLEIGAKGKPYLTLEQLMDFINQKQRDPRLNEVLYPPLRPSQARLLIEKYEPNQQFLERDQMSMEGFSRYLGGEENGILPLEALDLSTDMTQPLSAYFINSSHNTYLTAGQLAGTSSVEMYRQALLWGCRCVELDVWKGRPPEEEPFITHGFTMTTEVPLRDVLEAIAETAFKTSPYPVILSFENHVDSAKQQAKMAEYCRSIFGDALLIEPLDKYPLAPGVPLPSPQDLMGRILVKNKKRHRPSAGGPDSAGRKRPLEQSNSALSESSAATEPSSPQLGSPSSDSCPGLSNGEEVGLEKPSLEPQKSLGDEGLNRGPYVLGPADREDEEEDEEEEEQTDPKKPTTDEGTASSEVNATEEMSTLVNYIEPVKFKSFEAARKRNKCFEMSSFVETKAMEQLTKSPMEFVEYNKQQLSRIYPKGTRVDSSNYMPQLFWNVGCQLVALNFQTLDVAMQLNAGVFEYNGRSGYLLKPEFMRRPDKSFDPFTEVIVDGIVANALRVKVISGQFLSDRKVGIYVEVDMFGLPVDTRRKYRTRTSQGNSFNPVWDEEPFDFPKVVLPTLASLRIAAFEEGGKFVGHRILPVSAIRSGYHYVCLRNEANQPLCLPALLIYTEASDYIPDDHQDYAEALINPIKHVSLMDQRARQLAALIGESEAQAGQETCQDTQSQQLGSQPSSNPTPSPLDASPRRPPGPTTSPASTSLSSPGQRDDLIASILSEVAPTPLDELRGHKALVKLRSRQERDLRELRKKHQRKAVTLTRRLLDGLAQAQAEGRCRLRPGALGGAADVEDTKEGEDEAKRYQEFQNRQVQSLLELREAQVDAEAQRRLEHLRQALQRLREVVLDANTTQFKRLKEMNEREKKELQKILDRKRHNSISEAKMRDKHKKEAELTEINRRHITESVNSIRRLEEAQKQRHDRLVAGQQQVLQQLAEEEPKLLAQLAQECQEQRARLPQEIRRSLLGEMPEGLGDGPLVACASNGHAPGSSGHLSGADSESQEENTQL
PLCg1 inh: PLC-gamma1 (human) inhibition, primary screen; inhibition, % at 12.2 µM; 370,000 tested, 0.84% active; purified PLC-gamma1, fluorogenic substrate, fluorescence; P19174; in the data active = inhibition above about 9.5%
ARFGAP1 inhibitor: inhibitors of rat ARFGAP1; Q62848; Arfgap1-stimulated ARF1 GTP hydrolysis, GDP FP detection; inhibition, % at 16.5 µM; 360,000 tested, 0.26% active;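 active = inhibition above a per-plate limit, mean inhibition of low control wells plus 3 SD, cut at about 25% in these data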;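 also: 0% = DMSO wells with enzyme and 100% = wells lacking Arfgap1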
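Replicates: Single well per compound | Assay system: Truncated rat Arfgap1 GAP domain | Control set: No-Arfgap1 wells (100%) versus DMSO full-reaction wells (0%) | Times: Enzyme reaction 120 min at 25 °C after 20 min preincubation | Reagent: Human ARF1(Δ1-17)-GTP substrate | Measured by: Tracer-displacement fluorescence polarization with EDTA stop, 620/688 nm | Measure: Percent inhibition of Arfgap1-stimulated GTP hydrolysis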
UHRF1 MBD2 ctr: blocks human UHRF1 binding to methylated DNA. Q96T88. UHRF1 binding to methylated oligo, TR-FRET. inhibition, % at 4.4 µM. 370,000 tested, 0.75% active; in the data active = inhibition above about 21%;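 also: UHRF1 SRA domain binding a hemimethylated CpG hairpin DNA probe; 0% = median of test compound wells and 100% = reference inhibitor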
MBD2 DNA inh: MBD2-methylated oligo binding inhibition | AID 686964 | 370,000 tested, 0.31% active | Q9UBB5 | TR-FRET, MBD2 binding to methylated oligonucleotide | inhibition, % at 4.4 µM; in the data active = inhibition above about 13%
ADAM17 inh: inhibits human ADAM17 | P78536 | recombinant ADAM17, EDANS/DABCYL FRET peptide cleavage | inhibition, % at 6.95 µM | 370,000 tested, 0.83% active | AID 720648;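 active = inhibition above the mean of compounds lying between control limits plus 3 SD, set per campaign, cut at about 8.5% in these data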;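 also: 0% = DMSO-only wells as the low control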
proKLK7 act: proKLK7 (human) activation, primary screen; 370,000 tested, 0.9% active; activation, % at 7 µM; AID 652039; P49862; purified proKLK7, EDANS-DABCYL substrate fluorescence; 100% is mature enzyme control, 0% vehicle;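 active = activation above the mean of all tested compounds plus 3 SD, computed per campaign excluding outliers beyond control limits, cut at about 13% in these data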
* = called active by the depositor; . = not tested or not shown; & = joins results of further samples.

SMILES | DDE Tn6 FP inh | ASAP1 GAP inh | Tn7 DDE FP | PLC-beta3 inh | PLCg1 inh | ARFGAP1 inhibitor | UHRF1 MBD2 ctr | MBD2 DNA inh | ADAM17 inh | proKLK7 act
COc1ccc(C(=O)N2CCN(c3ccc(C)cc3)CC2)cc1OC | 4 | -10 | 6 | 9 | 7 | 1 | -1 | -7 | 2 | -0.2
COc1cccc(C2=CC(=O)C[C@H](c3ccc(Cl)cc3)C2)c1 | -13 | 8 | 2 | -116 | -79 | 2 | 5 | 9 | 4 | -2.6
O=C(NCC1(c2ccccc2)CCCC1)C1(c2ccccc2)CCCC1 | -8 | -10 | -8 | 3 | 9 | -18 | 6 | 2 | 6 | 0.1
CCOC(=O)c1cc2c(=O)n3ccccc3nc2n(C(C)C)c1=NC(=O)c1c(-c2ccccc2Cl)noc1C | -7 | 6 | 0 | -59 | -41 | -5 | 0 | 2 | -63 | -8.1
O=C(NCCS(=O)(=O)N1CCN(c2ccc(F)cc2)CC1)c1ccc(Br)o1 | 3 | 8 | 4 | -9 | -2 | -3 | 3 | 4 | 0 | -0.3
Cc1cc(-c2ccco2)n(-c2ccccc2)n1 | 1 | 3 | 1 | -14 | -13 | -2 | 1 | 6 | -7 | -0.6
COc1cc(C(=O)OCC(=O)c2cc(C)n(CC3CCCO3)c2C)ccc1OCC(=O)N1CCOCC1 (stereo not given) | -3 | -11 | 1 | -12 | 0 | 10 | 1 | -2 | -6 | 0.4
Cc1nnc(SCC(=O)Nc2nsc(-c3ccc(C(C)(C)C)cc3)n2)s1 | -6 | 15 | -1 | -26 | -15 | 15 | 3 | 1 | 4 | 0.8
COCCNS(=O)(=O)c1cc(Br)ccc1OC | 4 | -15 | -9 | 4 | 2 | 1 | 10 | 0 | -1 | 0.2
Cn1c(CN2CCCCC2)nc2cc([N+](=O)[O-])ccc21 | 5 | 10 | -5 | -5 | 0 | -3 | 0 | -1 | 0 | -0.7
O=C(C=Cc1ccccc1O)c1ccccc1O | -8 | -16 | -6 | -13 | -7 | -1 | 2 | -1 | -3 | 0.1
Cc1cc2c(n1-c1ccc(Cl)cc1)CC(C)(C)CC2=O | -1 | -3 | 3 | -1 | -3 | 1 | 6 | 7 | 1 | 0.3
Cc1ccsc1C(=O)OC1CCOC1=O (stereo not given) | -2 | -9 | 0 | 3 | 2 | 8 | 3 | 0 | 0 | -0.9
CC(C)c1ccc(CN2CCN(C(=O)CCl)CC2)cc1 | 5 | -4 | 1 | -3 | -1 | -3 | 0 | 6 | -1 | 0.2
C=CCN1C(=O)C(Cc2ccc(OCC)cc2)SC1=Nc1ccc(C(=O)O)cc1 (stereo not given) | 3 | 3 | -1 | 0 | -1 | -13 | 0 | 0 | 4 | 0.2
COc1ccc(C(=O)N2CCCCCC2)cc1S(=O)(=O)N1CCOCC1 | -3 | 14 | -2 | 2 | -1 | -1 | 1 | 5 | -2 | -0.2
C=CCN(CC=C)C(=O)C1CC(=O)N(c2ccc(Br)cc2)C1 (stereo not given) | -4 | -11 | -10 | 8 | 9 | -1 | 10 | 3 | 5 | 0.4
CC(C(O)c1ccc(O)cc1)N1CCC(Cc2ccccc2)CC1 (stereo not given) | 8&-6&-2 | -1&-7&0 | 1&0&-5 | 1&0&1 | 0&1&-1 | 4&-2&3 | 3&0&2 | 2&4&-2 | -5&-4&-7 | 0.1&-0.4&0.4
COc1ccc(-c2noc(N3CCC(C(=O)N4CCN(c5ccccn5)CC4)CC3)n2)cc1 | -1 | 7 | 2 | 0 | 2 | 2 | 0 | -2 | 0 | 0.3
CCN1CCN(C(=O)N(Cc2ccc(Cl)cc2)S(=O)(=O)c2ccc(C)cc2)CC1 | 10 | -5 | 6 | -7 | -6 | -8 | 3 | 2 | -2 | -0.9
Nc1cc2c(cc1[N+](=O)[O-])OCCOCCOCCO2 | 1 | 12 | 5 | -5 | 4 | -1 | -5 | -12 | -4 | 0.3
Cc1nnc2ccc(-c3ccc(NS(=O)(=O)c4ccccc4)cc3)nn12 | -5 | -1 | -1 | -39 | -37 | -1 | -4 | -2 | -2 | 0.2
CCOc1ccc(-c2cnc3n2CCC3)cc1 | -3 | -3 | 0 | -1 | 1 | -3 | 1 | 2 | -2 | -0.2
O=C(CSc1ncccn1)NN=C1CCCCCC1 | 2 | -10 | 2 | 0 | -3 | 0 | 0 | 2 | -2 | 0.0
COc1nnc(-c2ccc(C)c(S(N)(=O)=O)c2)c2ccccc12 | -1 | 9 | 1 | -1 | 1 | 5 | -2 | 1 | -2 | 0.1
COc1cc(CO)ccc1OCC(=O)Nc1cccc2ccccc12 | 3 | 9 | 0 | -4 | 3 | -2 | 1 | -2 | -2 | 0.1
CCCCSc1nc(C)nc2c1c(=O)n(C)c(=O)n2C | 2 | -7 | 5 | -1 | 1 | -6 | -1 | 2 | -3 | -0.1
CCOC(=O)[C@]12CCCC=C1N(CCCOC)C(=O)[C@@H]2CC(=O)N1CCOCC1 | 6 | . | 1 | 5 | 10* | . | 3 | 0 | 2 | 0.3
Cc1nc2ncnn2c(Nc2ccc3c(c2)OCCO3)c1C | 4 | 6 | 9 | 1 | 3 | 0 | 1 | 3 | -3 | -0.1
N#Cc1cc(-c2ccccc2)nc(NN)n1 | -4 | -10 | 2 | -5 | -1 | 3 | -3 | -1 | 4 | -0.1

In the list so far, three contain an aryl thioether with sulfur outside any ring:
SMILES | DDE Tn6 FP inh | ASAP1 GAP inh | Tn7 DDE FP | PLC-beta3 inh | PLCg1 inh | ARFGAP1 inhibitor | UHRF1 MBD2 ctr | MBD2 DNA inh | ADAM17 inh | proKLK7 act
Cc1nnc(SCC(=O)Nc2nsc(-c3ccc(C(C)(C)C)cc3)n2)s1 | -6 | 15 | -1 | -26 | -15 | 15 | 3 | 1 | 4 | 0.8
O=C(CSc1ncccn1)NN=C1CCCCCC1 | 2 | -10 | 2 | 0 | -3 | 0 | 0 | 2 | -2 | 0.0
CCCCSc1nc(C)nc2c1c(=O)n(C)c(=O)n2C | 2 | -7 | 5 | -1 | 1 | -6 | -1 | 2 | -3 | -0.1

Full records, quoted from the list. Order of values: DDE Tn6 FP inh	ASAP1 GAP inh	Tn7 DDE FP	PLC-beta3 inh	PLCg1 inh	ARFGAP1 inhibitor	UHRF1 MBD2 ctr	MBD2 DNA inh	ADAM17 inh	proKLK7 act
Listed for `CCN1CCN(C(=O)N(Cc2ccc(Cl)cc2)S(=O)(=O)c2ccc(C)cc2)CC1` : 10	-5	6	-7	-6	-8	3	2	-2	-0.9
Listed for `COc1cc(CO)ccc1OCC(=O)Nc1cccc2ccccc12` : 3	9	0	-4	3	-2	1	-2	-2	0.1

Continuation.
SMILES | DDE Tn6 FP inh | ASAP1 GAP inh | Tn7 DDE FP | PLC-beta3 inh | PLCg1 inh | ARFGAP1 inhibitor | UHRF1 MBD2 ctr | MBD2 DNA inh | ADAM17 inh | proKLK7 act
Cn1ncc([N+](=O)[O-])c1C(=O)Nc1ccc(-c2nc3ccccc3[nH]2)cc1 | -3 | -1 | -6 | 7 | 5 | 5 | 1 | 0 | 1 | 0.1
CSc1nc(N(C)NC(=O)c2ccc(F)cc2)c2ccccc2n1 | -1 | 0 | 4 | -3 | 1 | -10 | 0 | 1 | 1 | -0.6
CC1CN(Cc2nc3c(c(=O)n(C)c(=O)n3C)n2CCc2ccccc2)CC(C)O1 (stereo not given) | -2 | 0 | 0 | 1 | 2 | 0 | 5 | 5 | -1 | -0.6
NC[C@H]1O[C@@H](n2ccc(N)nc2=O)[C@H](O)[C@@H]1O | -1 | -8 | -2 | 3 | 1 | 1 | 1 | -3 | -4 | -0.2
COc1cccc(-c2cccc(NC(=O)C3CCN(CC4CCOC4)CC3)c2)c1 (stereo not given) | 1 | 1 | 7 | -4 | 5 | 10 | 1 | 2 | 1 | 0.5
Cc1ccc(NC(=O)CC(=O)c2ccccc2)cc1C | 1 | -11 | 7 | -5 | -1 | -9 | -2 | 1 | -3 | -0.5
O=C(CCC(=O)N1CCN(S(=O)(=O)c2ccccc2)CC1)c1cccs1 | 1 | 0 | 0 | -3 | 1 | -1 | -2 | 3 | 0 | -0.2
CCOC(=O)[C@H]1[C@H]2COc3cc(OC)ccc3[C@@H]2N2C(=O)CN(Cc3ccc(C)cc3)C(=O)[C@@]12C | 10 | 1 | -1 | 1 | 1 | -2 | 4 | -3 | 0 | 0.2
COC(=O)c1sccc1NC(=O)Nc1ccc(C)c(C)c1 | 6 | 7 | -2 | -9 | 2 | 11 | -1 | -9 | 6 | -0.3
Cc1cc(C)cc(Nc2ncc3c(n2)CCCC3=O)c1 | -2 | -10 | 0 | -6 | -5 | -2 | 1 | -2 | -4 | 0.0
CC(=O)N1CCC2(CC1)C(C#N)=C(N)OC1=C2C(=O)CC(C)(C)C1 | -1 | -1 | 2 | -5 | -5 | -7 | 3 | 0 | -7 | 0.9
Cc1ccc(S(=O)(=O)N(C)CC(=O)N2CCN(C(=O)c3ccco3)CC2)cc1 | 0 | -3 | -1 | 1 | -1 | 8 | -3 | 0 | -6 | -0.1
CCCCOc1ccc(C(=O)NCC(=O)NCC(c2ccc(F)cc2)N2CCOCC2)cc1 (stereo not given) | -2 | 11 | -3 | 0 | 3 | 6 | -2 | 5 | -4 | -0.3
CCN(CC)C(=O)COc1coc(CN2CCN(c3ccc(F)cc3)CC2)cc1=O | 0 | 1 | -4 | -6 | 1 | -6 | -2 | -3 | -4 | 0.5
CC1=C(C(N)=O)C(c2ccccc2)n2nc(-c3ccncc3)nc2N1 (stereo not given) | 2 | -8 | -1 | -4 | -2 | 5 | -2 | 1 | -2 | 0.8
CCc1ccc(CN2CCN(C(=O)c3cccc(OC)c3OC)CC2)cc1 | -1 | 4 | -2 | 4 | 1 | -3 | -1 | 0 | -2 | -0.1
COc1ccc(CCNC(=O)C2CCN(S(=O)(=O)N3CC(C)CC(C)C3)CC2)cc1OC (stereo not given) | -12 | -6 | 3 | -2 | -1 | 7 | 2 | 3 | -6 | 0.3
COC(=O)C(NS(=O)(=O)c1ccc(C)cc1)c1ccccc1 (stereo not given) | 0 | -5 | 6 | -1 | -1 | 8 | -1 | -5 | 0 | -0.1

Part of the list above in order of number of heavy atoms, high to low:
SMILES | DDE Tn6 FP inh | ASAP1 GAP inh | Tn7 DDE FP | PLC-beta3 inh | PLCg1 inh | ARFGAP1 inhibitor | UHRF1 MBD2 ctr | MBD2 DNA inh | ADAM17 inh | proKLK7 act
Cc1ccc(S(=O)(=O)N(C)CC(=O)N2CCN(C(=O)c3ccco3)CC2)cc1 | 0 | -3 | -1 | 1 | -1 | 8 | -3 | 0 | -6 | -0.1
O=C(CCC(=O)N1CCN(S(=O)(=O)c2ccccc2)CC1)c1cccs1 | 1 | 0 | 0 | -3 | 1 | -1 | -2 | 3 | 0 | -0.2
CC(=O)N1CCC2(CC1)C(C#N)=C(N)OC1=C2C(=O)CC(C)(C)C1 | -1 | -1 | 2 | -5 | -5 | -7 | 3 | 0 | -7 | 0.9
